# From PubChem BioAssay
# CHT allo act = allosteric activators of human choline transporter CHT. CHT-expressing cells, membrane potential dye, choline EC20; stronger effect = higher value; LV-AA mutant CHT in HEK293 cells. B-score at 10 µM. AID 488977. 310,000 tested, 0.49% active;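 active means initial fluorescence not abnormally high and integrated response B-score, plate-corrected, over 3 SD above library mean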
# Target sequence (Q9GZV3 whole entry, looked up): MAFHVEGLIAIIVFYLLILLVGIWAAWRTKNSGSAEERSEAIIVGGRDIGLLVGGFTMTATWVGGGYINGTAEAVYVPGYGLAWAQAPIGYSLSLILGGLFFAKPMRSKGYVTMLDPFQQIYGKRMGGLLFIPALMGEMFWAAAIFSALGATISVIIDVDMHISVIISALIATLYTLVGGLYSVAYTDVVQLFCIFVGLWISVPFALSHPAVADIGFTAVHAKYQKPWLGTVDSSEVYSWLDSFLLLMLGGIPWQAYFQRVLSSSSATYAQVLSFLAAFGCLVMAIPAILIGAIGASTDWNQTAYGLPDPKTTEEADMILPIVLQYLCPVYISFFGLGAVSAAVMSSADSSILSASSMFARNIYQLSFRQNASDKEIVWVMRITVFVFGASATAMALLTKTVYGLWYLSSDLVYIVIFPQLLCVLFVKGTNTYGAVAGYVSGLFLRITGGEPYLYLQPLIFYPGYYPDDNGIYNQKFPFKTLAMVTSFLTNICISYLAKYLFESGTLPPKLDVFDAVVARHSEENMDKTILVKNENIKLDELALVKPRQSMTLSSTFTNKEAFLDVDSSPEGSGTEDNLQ
# CHT block = inhibitors of human choline transporter CHT; Q9GZV3; CHT-expressing cells, membrane potential dye, choline response; stronger effect = lower value; B-score at 10 µM; 310,000 tested, 0.86% active;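 active means B-score over 3 SD under the library average, and starting fluorescence ratio not unusually high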;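 further: choline stimulus applied at its EC90 after an EC20 pre-addition; B-score computed on integrated fluorescence ratio after choline addition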
# Calls only; i = inactive. The order is random, and some 1.4% of all compounds hit somewhere here.
# A first look:
Compound,CHT allo act,CHT block
COc1cccc(CNC(=O)c2ccccc2-c2ccccc2C(=O)O)c1,i,i
Cc1cc(OCC(=O)Nc2ccc(CN3CCOCC3)cc2)ccc1Cl,i,i
CCOC(=O)C1(CCc2ccccc2)CCN(C(=O)CCn2cnnn2)CC1,i,i

# The list itself, repeating the preview:
Compound,CHT allo act,CHT block
COc1cccc(CNC(=O)c2ccccc2-c2ccccc2C(=O)O)c1,i,i
Cc1cc(OCC(=O)Nc2ccc(CN3CCOCC3)cc2)ccc1Cl,i,i
CCOC(=O)C1(CCc2ccccc2)CCN(C(=O)CCn2cnnn2)CC1,i,i
Oc1ccc(/C=N/Nc2cc(N3CCOCC3)nc(N3CCOCC3)n2)cc1,i,i
COc1ccc(C(=O)Nn2c(C)nc3ccccc3c2=O)cc1OC,i,i
Cc1cc(NC(=O)CSCC(=O)OC(C)C(=O)N(C)Cc2ccccc2)no1 (stereo not given),i,i
O=C(Cn1c(=O)c2c(ncn2Cc2ccccc2)n(Cc2ccccc2)c1=O)NC1CC1,i,i
O/N=C(\c1ccc(Cl)cc1)c1ncc(C(F)(F)F)cc1Cl,i,i
CCOc1ccc(NC(=O)CN(C)C(=O)C2=COCCO2)cc1OCC,i,i
CCOc1ccc(CN2CCN(Cc3nc(C(C)C)cs3)CC2CCO)cc1 (stereo not given),i,i

# Additional structures follow:
Compound,CHT allo act,CHT block
CC(C)CC(=O)N1CCN(S(=O)(=O)c2ccc(Cl)cc2)CC1,i,i
Cc1ccc(NC(=O)CSC(C)C(=O)NCCc2ccccn2)cc1 (stereo not given),i,i
O=C(NCCOC(=O)c1ccccc1)c1ccc([N+](=O)[O-])cc1,i,i
Cc1c(Cl)cccc1NS(=O)(=O)c1cccc2nsnc12,i,i
Cc1ccc(C(=O)Nc2ccc(-c3csc(C)n3)cc2)cc1,i,i
O=C(O)CCSc1nc2ccc(Br)cc2[nH]1,i,i
COc1ccc(OC)c(NC(=O)c2ccc(NS(=O)(=O)c3c(C)noc3C)cc2)c1,i,i
CCCCOCCCn1c(-c2ccco2)nc2nc3ccccc3nc21,i,i
N#Cc1ccc(NC(=O)CN2CCN(c3ccccn3)CC2)cc1,i,i
O=C(Cc1ccc(F)cc1)Nc1ccccc1Sc1ccccc1,i,i

# Additional records follow.
Compound,CHT allo act,CHT block
CC(C)(C)OC(=O)NC(=NCCCc1cn(CC(=O)N2CCN(C(=O)OC(C)(C)C)CC2)nn1)NC(=O)OC(C)(C)C,i,i
CC(=O)c1sc(NC(=O)Cc2c(F)cccc2Cl)nc1C,i,i
CC(C)c1nc2oc3c(=O)[nH]cnc3c2c2c1CCC2,i,i
CC(C)(C)NC(=O)CN(C(=O)C(=O)Nc1ccc2c(c1)OCCO2)C(C)(C)C,i,i
O=C(Nc1ccc(Br)cc1)Nn1cnnc1,i,i
CCOc1ccc(-n2c(=O)[nH]cc(C(=O)N3CCc4ccccc43)c2=O)cc1,i,i
Cc1ccc(C(=O)n2cnnc2N)cc1C,i,i
Cc1ccc(NS(=O)(=O)c2c(C)[nH]c(C)c2C(=O)N2CCCCC2)c(C)c1,i,i
COc1ccc(C(=O)Nc2ccc(N3CCOCC3)cc2)cc1OC,i,i
CCCN1C(=O)c2[nH]nc(-c3cc(Cl)c(C)cc3O)c2C1c1ccc(O)c(OC)c1 (stereo not given),i,i

# (next part)
Compound,CHT allo act,CHT block
COc1cccc(NC(=S)N2c3ccccc3CC2C)c1 (stereo not given),i,i
COCc1cc(=O)n2[nH]c(SC)nc2n1,i,i
CCN(CC)C(=O)C1CC(=O)N(c2ccc(F)c(Cl)c2)C1 (stereo not given),i,i
COc1ccc(-c2ccc(CCC(=O)O)n2-c2ccccc2O)cc1,i,i
CCn1c(=O)c(=O)[nH]c2cc(C(=O)N3CCN(c4ccccc4F)CC3)ccc21,i,i
O=C(Nc1n[nH]c(=S)s1)c1ccc2ccccc2c1,i,i
CCC(Sc1nc2cc(OC)c(OC)cc2c(=O)n1CCc1ccc(OC)c(OC)c1)C(=O)NCCOC (stereo not given),i,i
COCCNC(=O)CN(C(=O)CCC(=O)Nc1ccccn1)c1ccc(OC)cc1,i,i
c1ccc2c(c1)ncn2CCOCCOCCn1cnc2ccccc21,i,i
Cc1nc2nc(SCC(=O)NCCCN3CCCCCC3)nn2c(C)c1Cc1ccccc1Cl,i,i

# Next structures:
Compound,CHT allo act,CHT block
O=C(/C=C/Nc1ccc(Oc2ccccc2)cc1)c1ccco1,i,i
COc1ccc(C2=NOC(C(=O)NC(C)C)C2)cc1 (stereo not given),i,i
Cc1c(Cl)cccc1NC(=S)NCc1cccs1,i,i
COc1ccc2[nH]c3c(=O)n4c(nc3c2c1)SCC4,i,i
COc1ccc(CCNC(=O)c2cc(COc3c(C)cccc3C)on2)c(OC)c1,i,i
O=[N+]([O-])c1ccccc1S(=O)(=O)c1ccccc1[N+](=O)[O-],i,i
Cc1ccc(S(=O)(=O)NCC(=O)OCC(=O)c2cccs2)cc1,i,i
CC1(c2ccccc2)NC(=O)N(CC(=O)Nc2cc(S(=O)(=O)N3CCOCC3)ccc2Cl)C1=O (stereo not given),i,i
COc1ccccc1/C=C1\SC(=O)N(CCC(=O)NCCCn2ccnc2)C1=O,i,i
O=C1c2ccc3c4c(ccc(c24)C(=O)N1c1ccc2ccccc2c1)CC3,i,i

# (list continues)
Compound,CHT allo act,CHT block
O=C(O)CC(c1ccccc1F)N1Cc2ccccc2C1=O (stereo not given),i,i
NNc1nnc2c3cc(F)ccc3n(Cc3ccccc3)c2n1,i,i
O=C(Cc1csc(Nc2nc(=S)[nH]c3ccccc23)n1)NCCCN1CCN(c2cccc(Cl)c2)CC1,i,i
COc1cc(/C=C/C(=O)OCC(=O)NC(=O)NC(C)C)ccc1OCC#N,i,i
COc1ccc(CNS(=O)(=O)CCNC(=O)c2ccc(OC)cc2)cc1,i,i
Cc1sc2ncnc(SCC(=O)c3ccc(O)cc3O)c2c1C,i,i
O=C(Cn1cccn1)c1ccccc1,i,i
O=C1c2cc(O)c(O)cc2S(=O)(=O)C1c1ccccc1 (stereo not given),i,i
CC(=O)Nc1cccc(NC(=O)c2ccc3[nH]c(C)c(C)c3c2)c1,i,i
C/C(=N\Nc1ccc(F)cc1)c1ccc(N2CCOCC2)c(F)c1,i,i

# Four entries out of the list, sorted by heavy-atom count, highest first.
Compound,CHT allo act,CHT block
CCOc1ccc(CN2CCN(Cc3nc(C(C)C)cs3)CC2CCO)cc1 (stereo not given),i,i
COc1cc(/C=C/C(=O)OCC(=O)NC(=O)NC(C)C)ccc1OCC#N,i,i
COc1ccc(C(=O)Nn2c(C)nc3ccccc3c2=O)cc1OC,i,i
O=C(Nc1ccc(Br)cc1)Nn1cnnc1,i,i

# Next results.
Compound,CHT allo act,CHT block
Cc1ccc(N(C)/N=C/c2ccc(Cl)cc2Cl)nn1,i,i
COC(=O)c1ccc(N=Cc2c(C(F)(F)F)[nH]n(C)c2=O)cc1,i,i
Cc1ccc(NC(=O)CN(C)C(=O)c2ccccc2OCc2c(C)noc2C)cc1,i,i
CCOc1cc(-c2noc(CCC(=O)NCC3CCCO3)n2)ccc1OC (stereo not given),i,i
COc1ccc2c(c1)sc1nc(=O)ccn12,i,i
Cc1cccc(N2C(=O)c3cccnc3C2=O)c1,i,i
Nc1nc(CN2CCN(c3ccccc3F)CC2)nc(N2CCCc3ccccc32)n1,i,i
O=C(C[n+]1ccccc1)Nc1ccccc1C(F)(F)F,i,i
Cc1[nH]n2c(=O)c3c(nc2c1-c1ccccc1)CCCC3,i,i
c1ccc(C2c3[nH]c4ccccc4c3CCN2Cc2cccn2-c2ccccn2)nc1 (stereo not given),i,i

# (listing goes on)
Compound,CHT allo act,CHT block
Cc1ccc(NC(=O)/C=C\C(=O)NCC(=O)O)cc1C,i,i
Cc1cc(N2CCC(C(=O)NCC3CC3)CC2)nc(-c2ccccc2)n1,i,i
Cn1c(=O)cc(SCC(=O)NCC2CCCO2)c2ccccc21 (stereo not given),i,i
COc1ccc(C(=O)NN(c2ccccc2)c2ccccc2)cc1,i,i
Cc1ccc(CNC(=O)CCC2CCCN(Cc3cccc4c3OCO4)C2)o1 (stereo not given),i,i
COc1ccc(-c2nc(C#N)c(NCCc3ccccc3)o2)cc1,i,i
CC(=O)c1ccc(NC(=O)C2CCCN2S(=O)(=O)c2ccc(F)cc2)cc1 (stereo not given),i,i
CNC(=S)NNC(=O)c1cccn(Cc2ccc(Cl)c(Cl)c2)c1=O,i,i
CCOc1ccc(Nc2cc(C)nc3nc(C)nn23)cc1,i,i
CCc1nc2ccccc2c(=O)n1NC(=O)c1c(O)c2cccc3c2n(c1=O)CCC3,i,i

# Next part.
Compound,CHT allo act,CHT block
Cc1ccc(SCCC(=O)Nc2cccnc2)cc1,i,i
CN(CC(=O)NC1(C)CCS(=O)(=O)C1)S(=O)(=O)c1ccc(Cl)cc1 (stereo not given),i,i
Cn1c(=O)c2c(n(Cc3ccccc3)c1=O)NC(=O)C2CC(=O)NCc1cccc(Cl)c1 (stereo not given),i,i
O=C(COc1cccc2cccnc12)Nc1ccccc1,i,i
Cc1cccc(-n2c(=O)c(C#N)cc3c(=O)n4ccccc4nc32)c1,i,i
CC1CCN(CCCNC(=O)C2CCC(CNS(=O)(=O)c3cccc4nsnc34)CC2)CC1 (stereo not given),i,i
O=C(NCc1nc(-c2ccc(C(F)(F)F)cc2)no1)Nc1ccc(F)cc1F,i,i
O=C(NCCN1C(=O)S/C(=C\c2cccnc2)C1=O)c1cccc(OC(F)F)c1,i,i
O=C(c1ccc(NC2=NC3CS(=O)(=O)CC3S2)cc1)N1CCc2ccccc2C1 (stereo not given),i,i
CCOC(=O)c1c(C)[nH]c(C)c1S(=O)(=O)N(C)CC(=O)NCc1ccc(F)cc1,i,i

# (list continues)
Compound,CHT allo act,CHT block
COCCSc1nc2c(c(=O)[nH]c(=O)n2C)n1CCCc1ccccc1,i,i
Cn1c(=O)n(CCc2ccccc2)c(=O)c2c1nc1n2CCN1Cc1ccco1,i,i
CC(C)CN1C(=O)c2ccc(NC(=O)C3CC3)cc2C1=O,i,i
C/C(=N\NS(=O)(=O)c1ccc(Cl)cc1)c1ccc(NC(=O)c2ccco2)cc1,i,i
COc1cccc(NC(=O)c2ccccc2-c2nc(-c3ccc(Cl)cc3)no2)c1,i,i
COc1ccc(S(=O)(=O)N2CCOCC2)cc1NC(=O)CSc1cccc[n+]1[O-],i,i
CC(C)(C)c1ccc(NC(=O)COC(=O)c2ccc([N+](=O)[O-])s2)cc1,i,i
O=[N+]([O-])c1cc(Br)c2nsnc2c1N1CCOCC1,i,i
COCCn1c(SCC(=O)Nc2cccc(NC(C)=O)c2)nc2c([nH]c3ccccc32)c1=O,i,i
O=C(Cc1ccc(Cl)cc1)Nc1ccccc1CO,i,i

# Additional structures
Compound,CHT allo act,CHT block
CC(C)(CN1CCN(c2ccccc2)CC1)NS(=O)(=O)c1ccccc1,i,i
COCCN(CCOC)C(=O)COC(=O)c1ccc(Cl)c(S(=O)(=O)N(C)c2ccccc2)c1,i,i
Cc1sc(NC(=O)c2ccco2)c(CN2CCN(c3ccccn3)CC2)c1C,i,i
Cc1cc(C)nc(N/N=C/c2ccc(N3CCOCC3)cc2)n1,i,i
CCC(=O)Oc1ccc2oc(=O)cc(C)c2c1,i,i
c1ccc(-n2nnc3ccccc32)cc1,i,i
Nc1ncc(Br)cc1S(=O)(=O)NC1CCCCC1,i,i
Cc1ccc(S(=O)(=O)NCC(=O)OCC(=O)NC(=O)NC2CCCC2)cc1,i,i
Cc1ccc(CN(Cc2cccnc2)C(=S)Nc2cccc(Cl)c2C)cc1,i,i
O=C(Cn1cnc2c(nnn2Cc2ccccc2F)c1=O)N1CCN(c2ccccc2)CC1,i,i

# Next part:
Compound,CHT allo act,CHT block
COc1cc(CNC(C)(C)CO)ccc1OCC(=O)NC(C)(C)C,i,i
O=C(O)CSCC(=O)NC1CCCc2ccccc21 (stereo not given),i,i
COC(=O)CSc1nc2ccccc2c(=O)n1Cc1ccccc1,i,i
COc1ccc(-n2ncc(C(C)NS(=O)(=O)c3cc(F)ccc3C)c2C)cc1 (stereo not given),i,i
O=C(CNS(=O)(=O)c1ccc(Br)cc1Cl)OCC(=O)c1ccc[nH]1,i,i
N=C1/C(=C\c2ccc(OC(=O)c3ccco3)cc2)C(=O)N=C2SC(N3CCCCC3)=NN12,i,i
Cc1ccnc(NC(=O)CCCOc2ccccc2)c1,i,i
Cc1c(/C=N/NC(=O)c2ccc3c(c2)OCO3)cnn1C,i,i
CCc1ccccc1N1CC23C=CC(O2)C(C(=O)OC)C3C1=O (stereo not given),i,i
O=S1(=O)CC=C(CSc2nc3ccccc3[nH]2)C1,i,i

# Additional results
Compound,CHT allo act,CHT block
O=C(C(Cl)c1ccccc1)N1CCOCC1 (stereo not given),i,i
Cc1cccc(Oc2nccc(C(F)(F)F)c2C(=O)Nc2ccc(F)cc2F)c1,i,i
COc1c(C)cc(C(=O)C2CCCN(Cc3ccc(Oc4ncccn4)cc3)C2)cc1C (stereo not given),i,i
CCC(C)NC(=O)CSc1nnc(-c2ccncc2)n1-c1ccc(OC)cc1 (stereo not given),i,i
Cc1cc(C)c(S(=O)(=O)N2CCN(c3ccc([N+](=O)[O-])c(-n4nc(C)cc4C)c3)CC2)c(C)c1,i,i
N#CCc1nc2ccc(S(=O)(=O)N3CCOCC3)cc2s1,i,i
Cc1ccc(S(=O)(=O)NCCSc2nnnn2C)cc1,i,i
CNc1nnc(-c2ccc(C)cc2)c2ccccc12,i,i
CC(C)(C)NC(=O)C(=O)NN=C1CCCCCCCCCCC1,i,i
CN1CCc2cccc3c2[C@@H]1Cc1ccc(O)c(O)c1-3,i,i
